Screens as filed in PubChem BioAssay.
SMN2 splice up – qHTS Assay for Enhancers of SMN2 Splice Variant Expression; HEK293 SMN2-luciferase splicing reporter, luminescence, 30-36 h; AID 1458, 2008; Potency, µM (top dose mostly 46.1 µM), without a hit: at the top dose activity change, positive = activation, usual class: activators; 210,000 compounds, 2.8% hits; further: % of control where 0% means no effect; nearly all actives have a fitted effect of over 55% in size
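HEK293 cells carry an SMN2 minigene-luciferase reporter in which exon 7 inclusion puts luciferase in frame. Cells were seeded at 2000 cells/well, attached for 10-12 hours, then exposed to compounds for 30-36 hours at 37C before ONE-Glo luminescence.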
HTT cytoprotect – qHTS Multiplex Assay to Identify Dual Action Probes in a Cell Model of Huntington: Cytoprotection (ATP) | 230,000 compounds, 0.14% hits | Potency, µM (highest dose often 56.4 µM), inactives show cytoprotection (ATP increase), usual class: activators | PC12 HTT-Q103 induced, cytoprotection, ATP luminescence, 40 h | AID 1471, 2008;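 further: % of control where 0% means no effect; nearly all actives have a fitted effect of over 45% in size; toxic huntingtin expression switched on by the ecdysone agonist tebufenozide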
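Readout: ATPlite luminescence (ATP level). Model: stable PC12, inducible Htt exon1 Q103-GFP. Inducer: tebufenozide, 100 nM final. Compounds: dose series. No G418 in medium.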
Tau fluor counter – Counterscreen qHTS for Inhibitors of Tau Fibril Formation, Fluorescence Polarization; AID 1463, 2008; Potency, µM (series often up to 57.7 µM), without a hit: at the top dose activity change, negative = decrease; 280,000 compounds, 0.93% hits; tau K18 P301L Alexa594 fluorescence, heparin fibrillization; further: on the % scale 0 is the no-effect control and ±100 the full control effect; nearly all actives have a fitted effect of over 55% in size
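Human K18 P301L tau (15 uM unlabeled plus 0.24 uM Alexa 594-labeled, final) in 100 mM sodium acetate pH 7 was mixed with compound and 20 uM heparin and incubated 6 hr at 37 C.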
Tau ThT inhib – qHTS for Inhibitors of Tau Fibril Formation, Thioflavin T Binding. Microtubule-associated protein tau (Homo sapiens), P10636. recombinant tau K18 P301L, heparin-induced fibrillization, ThT fluorescence. Potency, µM (doses to about 57.4 µM), for the others: at the top dose activity, negative = inhibition, usual class: inhibitors. 270,000 compounds, 2.1% hits. AID 1460, 2008; further: on the % scale 0 is the no-effect control and ±100 the full control effect; nearly all actives have a fitted effect of over 55% in size
Target sequence (P10636 561-689 P618L limits assumed): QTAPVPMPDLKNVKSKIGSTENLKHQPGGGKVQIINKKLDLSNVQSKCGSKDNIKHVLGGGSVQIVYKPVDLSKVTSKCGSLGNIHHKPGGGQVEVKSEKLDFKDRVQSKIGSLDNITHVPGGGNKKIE
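Using a mix of unlabeled (15 uM) and Alexa 594-labeled (0.24 uM) tau K18 P301L, heparin-triggered fibrillization over 6 hr at 37 C was scored by ThT fluorescence.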
ALDH1A1 inh – qHTS Assay for Inhibitors of Aldehyde Dehydrogenase 1 (ALDH1A1) | Potency, µM (top dose mostly 75.3 µM), for the others: at the top dose activity, negative = inhibition, actives largely listed as inhibitors | Aldehyde dehydrogenase 1A1 (Homo sapiens), P00352 | 220,000 compounds, 7.3% hits | Purified ALDH1A1, NADH fluorescence, propionaldehyde substrate | AID 1030, 2008; active means well fitted inhibition curve with a large enough effect, not every such curve was filed as active; inconclusive means small, poorly fitted or top-dose-only effect, or another doubt; inactive means no such curve, though single readings can be large or run the other way;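 further: plate controls were no enzyme wells and a reference inhibitor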
Target sequence (P00352 whole entry, looked up): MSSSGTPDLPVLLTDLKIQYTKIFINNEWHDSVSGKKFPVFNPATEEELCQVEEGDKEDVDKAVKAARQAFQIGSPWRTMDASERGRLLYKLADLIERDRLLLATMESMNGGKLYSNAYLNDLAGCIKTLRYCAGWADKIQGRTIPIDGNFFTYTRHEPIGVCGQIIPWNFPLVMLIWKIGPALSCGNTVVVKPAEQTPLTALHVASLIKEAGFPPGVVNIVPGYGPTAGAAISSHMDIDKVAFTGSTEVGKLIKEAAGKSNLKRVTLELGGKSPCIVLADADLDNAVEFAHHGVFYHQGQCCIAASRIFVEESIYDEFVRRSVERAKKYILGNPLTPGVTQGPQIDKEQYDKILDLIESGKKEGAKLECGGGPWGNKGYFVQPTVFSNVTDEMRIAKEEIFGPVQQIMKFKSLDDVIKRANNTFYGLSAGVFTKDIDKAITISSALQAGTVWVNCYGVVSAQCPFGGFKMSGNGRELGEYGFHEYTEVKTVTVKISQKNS
HTT aggregate – qHTS Multiplex Assay to Identify Dual Action Probes in a Cell Model of Huntington: Aggregate Formation (GFP) | PC12 HttQ103-GFP aggregates, Acumen cytometry, 40 h | Potency, µM (series often up to 46.1 µM), inactives show top-dose activity change, negative = inhibition, most hits filed as inhibitors | 220,000 compounds, 1.1% hits | AID 1688, 2009; further: on the % scale 0 is the no-effect control and ±100 the full control effect; nearly all actives have a fitted effect of over 60% in size
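Aggregates are detected as GFP objects 1–25 µm with signal 6 STDEV over background in lysates of induced PC12 cells. These carry Huntingtin exon 1 with 103 glutamines fused to GFP under an ecdysone promoter; compounds titrated.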
Tau FP inhib – qHTS for Inhibitors of Tau Fibril Formation, Fluorescence Polarization. Potency, µM (top dose mostly 57.7 µM), for inactives: at the top dose activity, negative = inhibition, actives largely listed as inhibitors. Microtubule-associated protein tau (Homo sapiens), P10636. 280,000 compounds, 0.39% hits. K18 P301L tau heparin fibrillization, Alexa594 FP, 6 h; further: on the % scale 0 is the no-effect control and ±100 the full control effect; nearly all actives have a fitted effect of over 55% in size
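Quantitative HTS format: compounds meet 15 uM recombinant K18 P301L tau and Alexa 594-tau tracer in 100 mM sodium acetate pH 7; 20 uM heparin triggers fibrillization at 37 C over 6 hr; FP gives the signal.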
KDM4E inh – qHTS Assay for Inhibitors of Human Jumonji Domain Containing 2E (JMJD2E); JMJD2E catalytic domain, FDH-coupled NADH fluorescence (FDH is formaldehyde dehydrogenase); Potency, µM (top dose mostly 57.1 µM), for the others: at the top dose activity change, negative = inhibition, most hits filed as inhibitors; 230,000 compounds, 1.6% hits; active means well fitted inhibition curve with a large enough effect, not every such curve was filed as active; inconclusive means small, poorly fitted or top-dose-only effect, or another doubt; inactive means no such curve, though single readings can be large or run the other way;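 further: 0% = wells with enzyme and -100% = buffer wells without enzyme; nearly all actives have a fitted effect of over 50% in size; many of its hits are not listed in these tables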
Target sequence (B2RXH2 1-337 limits assumed): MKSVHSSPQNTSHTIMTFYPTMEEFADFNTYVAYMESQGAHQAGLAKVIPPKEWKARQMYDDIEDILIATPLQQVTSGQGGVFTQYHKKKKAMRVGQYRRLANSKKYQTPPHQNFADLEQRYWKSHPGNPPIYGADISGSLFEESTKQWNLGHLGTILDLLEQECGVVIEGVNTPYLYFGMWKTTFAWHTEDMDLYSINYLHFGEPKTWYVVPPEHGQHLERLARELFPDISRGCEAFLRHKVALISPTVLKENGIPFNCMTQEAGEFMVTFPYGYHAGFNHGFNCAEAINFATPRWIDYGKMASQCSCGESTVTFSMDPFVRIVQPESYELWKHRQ
The depositor's hits bear a star; ? = inconclusive; nt = no result given; & = joins results of further samples; [ ] = remark or other dose. Unless noted, the call rests on the fitted dose curve; in most records, active means well fitted curve in the direction sought with a large enough effect; inconclusive means small, poorly fitted or top-dose-only effect, or another doubt; inactive means no such curve, though single readings can be large; an effect the other way counts as inactive or inconclusive. Potency means the concentration at half of the fitted maximal effect. These rows are one share of the data; rates above refer to the full screens.

SMILES | SMN2 splice up | HTT cytoprotect | Tau fluor counter | Tau ThT inhib | ALDH1A1 inh | HTT aggregate | Tau FP inhib | KDM4E inh
Cc1cn(C(=O)c2ccccc2)c(=S)n1-c1ccc(Br)cc1 | 4% | 4%[10 µM] | -14% | -22% | -1% | -6% | 2% | ?
CC/C(=C\c1oc2cc3ccccc3cc2[n+]1CC)Nc1ccccc1 | -93%[inhibitor] | ? | -3% | -16% | ? | -24% | 12% | ?
COC(=O)c1sccc1NC(=O)CC1C(=O)NCCN1C(=O)c1ccc(N(C)C)cc1 (stereo unspecified) | nt | 0%[10 µM] | 8% | -5% | 10µM* | -17%[9.22 µM] | 4% | 3%
O=C(Cn1cc(SCc2cccc(Cl)c2)c2ccccc21)N1CCOCC1 | nt | -6%[10 µM] | ? | ? | 7.5µM* | -3% | 4%&-3% | -3%
Cc1cc(C(=O)NCC(=O)OCC(=O)N(C2CCCCC2)C2CCCCC2)ccc1[N+](=O)[O-] | -13% | -6%[10 µM] | -14% | -7% | 7% | 9% | 12% | 4%
CN(C)c1ccc(C2N(c3ccc(Cl)cc3)C(=O)C3CCCN32)cc1 (stereo unspecified) | -11% | -2% | 1% | -2% | 0.79µM* | 4% | 7% | -1%
O=C(CN1CCN(CC(=O)c2ccc(F)cc2)CC1)Nc1ccccc1Cl | nt | 16% | -5% | -17% | 2.2µM* | 20% | 0% | 1%
O=C(N/N=C\C=C\c1ccco1)c1cncc(Br)c1 | nt | 15%[10 µM] | -3% | nt | nt | 20%[9.22 µM] | -8% | -24%
CCOC(=O)c1cccc(C(=O)Oc2ccccc2)n1 | -6% | -19% | -14% | ? | 7% | -28%[9.22 µM] | -5% | -3%
CCCCCCCCCCS(=O)(=O)N/N=C/c1ccccc1OC | -9% | -13%[10 µM] | -24% | -15% | ? | ? | -2% | 9%
CN1CCC(N(C)C(=O)/C=C/c2cn(-c3ccccc3)nc2-c2cccs2)CC1 | -35%[inhibitor] | -50%[inhibitor] | -11% | 1% | ? | ? | 9% | ?
O=C(CN1C(=O)/C(=C/c2c(F)cccc2Cl)Oc2ccccc21)NCc1ccco1 | ? | -1% | -23% | 0% | ? | -2% | ? | nt
Clc1ccc(N2CCN(Cc3nnc(-c4ccc5c(c4)OCO5)o3)CC2)cc1 | -1% | nt | -16% | ? | nt | nt | 2% | nt
O=C(Nc1ccc(Nc2ccccc2)cc1)C(Cl)(Cl)Cl | 0% | nt | 7.9µM*[quencher] | ? | ? | ? | 7% | 1%
Cc1ccc2nc(-c3ccccn3)c(NC3CCCC3)n2c1 | nt | 1%[10 µM] | -3% | -2% | -2% | 4%[9.22 µM] | -4%[2.34 µM] | -9%
CCOc1cc2sc(N3CCC(C(=O)Nc4ccc(C)cc4C)CC3)nc2cc1Br | ? | nt | -29% | ? | nt | nt | 8% | nt
CC(Oc1ccccc1)C(=O)OCC(=O)NC(=O)NCc1ccco1 (stereo unspecified) | 2% | -18%[0.074 µM] | -8% | -14% | 2% | 6% | 1% | -1%
O=C(c1ccc(Cl)c(S(=O)(=O)N2CCCCCC2)c1)N1CCN(c2ccccn2)CC1 | -46%[inhibitor] | -6% | -6% | -17% | -12% | ? | 9% | 9%
Cc1ccc(NC(=O)C2(C)Cc3ccccc3C(=O)O2)cc1 (stereo unspecified) | -12% | nt | -11% | -6% | 1% | nt | ? | -6%
Cc1ccccc1Nc1nc(N)nc(COC(=O)c2ccccc2)n1 | ? | 21%[10 µM] | -10% | 9% | 1% | 3% | -5% | -2%
O=C(c1cc2nc(-c3ccc(Cl)cc3)cc(C(F)(F)F)n2n1)N1CCOCC1 | nt | 9%[10 µM] | -10% | -8% | 11% | 6%[9.22 µM] | 4% | -7%
O=C1OCCC1Sc1nnc(-c2ccc3c(c2)OCO3)o1 (stereo unspecified) | -28% | -1%[10 µM] | 7% | -3% | -6% | 17% | 8% | 14%
COc1cc(OC)cc(C(=O)N2CC(=O)Nc3ccc(Cl)cc3C2c2ccccc2)c1 (stereo unspecified) | -12% | nt | -13% | -5% | nt | nt | -15% | nt
O=C(O)CCC(=O)NN1C(=O)c2ccccc2NC1c1ccco1 (stereo unspecified) | nt | -15%[10 µM] | -9% | -5% | nt | 16%[9.22 µM] | -5% | ?
CCN1CCN(CCNC(=O)c2cn(C(C)c3ccccc3F)nn2)CC1 (stereo unspecified) | -8% | 23%[10 µM] | 2% | 0% | 4% | 0% | -5% | 7%
CCOC(=O)c1ccc(N2C(=O)c3n[nH]c(-c4ccco4)c3C2c2cccc(F)c2)cc1 (stereo unspecified) | -41%[inhibitor] | nt | ? | 11% | nt | nt | ? | nt
O=c1oc(-c2ccccc2)nc2sc3c(c12)CCC3 | ? | nt | 2% | 3% | ? | 31% | -4% | -11%
CC(C(=O)Nc1ccc(S(=O)(=O)N2CCCC2)cc1)N1CCN(C(=O)c2ccco2)CC1 (stereo unspecified) | -8% | 17% | -3% | -9% | -7% | -7% | 5% | -8%
CC(C)c1onc(C(=O)N2CCCCCC2)c1[N+](=O)[O-] | -46%[inhibitor] | 9% | -5% | 6% | 25µM* | 0% | -3% | 7%
O=C(NNS(=O)(=O)Cc1ccccc1)c1ccc([N+](=O)[O-])cc1 | nt | 3%[10 µM] | -12% | -15% | nt | -28%[9.22 µM] | ? | -12%
COc1ccc(-c2csc(Cc3nnc4n3CCCCC4)n2)cc1 | -4% | -2% | -5% | -6% | -1% | -10% | -3% | 0%
COc1cccc(-c2cnc(NCc3ccccc3Cl)n2C)c1 | 9% | nt | ? | ? | nt | nt | 8% | nt
CCc1nnc(NC(=O)Cc2cccs2)s1 | nt | -4%[10 µM] | 8% | 6% | 7% | 1%[9.22 µM] | -2%[2.34 µM] | -7%
CC(C)(C)NS(=O)(=O)c1ccc(OCC(=O)NCc2ccco2)cc1 | nt | 37%[10 µM] | -10% | -13% | ? | 18%[9.22 µM] | 4% | 0%
Cc1cc(C)n(-c2nc3ccccc3nc2N2CCOCC2)n1 | 13% | 9% | -11% | -12% | 1% | -9% | 7% | ?
COc1ccc(NC(=O)CN(c2cc(C)cc(C)c2)S(=O)(=O)c2c(C)noc2C)cc1Cl | 4% | nt | ? | 5% | nt | nt | ? | nt
CCOC(=O)N1CCN(S(=O)(=O)c2ccc(F)c(C(=O)Nc3cccc(Cl)c3C)c2)CC1 | -55% | nt | -8% | 1% | ? | 19% | -7% | 3%
COc1cccc(-c2nnc(N(C)C(=O)c3ccno3)s2)c1 | -3% | -15% | -7% | -3% | 1% | -10% | -6% | -88%
Cc1noc(C)c1COc1ccc(C(=O)O)cc1 | nt | 35%[10 µM] | 6%[2.34 µM] | -4% | 5% | 5%[9.22 µM] | 3% | -4%
Cc1ccc(Oc2ccc3c(c2)C(=O)N(c2cccc4cccnc24)C3=O)cc1 | -10% | 1% | -7% | -18% | 11µM* | 25% | 4% | 0%
Oc1ccc(Br)cc1CN1CCCCCCC1 | 20% | 3% | 3% | -4% | -3% | 1% | -3% | -13%
COc1ccc2c(CCNC(=O)c3ccco3)c[nH]c2c1 | -13% | -10% | -9% | -11% | -3% | -2% | 4% | -5%
O=c1[nH]c2ccc(Cl)cc2c(O)c1Cc1ccccc1 | nt | -2%[10 µM] | ? | ? | ? | 1%[9.22 µM] | -10% | -5%
CCOP(=O)(c1c(F)c(F)c(F)c(F)c1F)C1(O)CCCCC1 (stereo unspecified) | ? | -5%[0.074 µM] | -6% | -10% | 9% | -17% | -2% | -7%
Cc1ccc(N(C(=O)Cn2nnc(-c3ccc(F)cc3)n2)C(C(=O)NC(C)(C)C)c2ccncc2)cc1 (stereo unspecified) | -10% | nt | 13% | 9% | 3% | nt | 3% | -2%
CNc1nc(-c2ccc3c(c2)CCN3C(=O)c2ccccc2F)c(C)s1 | nt | -27%[10 µM] | -20% | ? | 11µM* | -8%[9.22 µM] | ? | -7%
COCCNC(=O)c1onc(CSc2cc(C)cc(C)c2)c1C(=O)NCCOC | nt | ? | 12% | 17% | nt | -6%[9.22 µM] | -6% | 8%
Cc1cccc2c1-c1sc(C(=O)N3CCN(c4cccc(Cl)c4)CC3)cc1CO2 | -4% | nt | -9% | ? | nt | nt | 4% | nt
CC(=O)c1ccc(N2CCN(S(=O)(=O)c3cccc4nsnc34)CC2)cc1 | -5% | 18% | 3% | 0% | -6% | 6%[9.22 µM] | -10% | -9%
Cc1[nH]c(=O)c(C#N)c(C)c1Br | 1% | -7% | 3% | 9% | 5% | -13% | -1% | -18%
Additional entries follow.
SMILES | SMN2 splice up | HTT cytoprotect | Tau fluor counter | Tau ThT inhib | ALDH1A1 inh | HTT aggregate | Tau FP inhib | KDM4E inh
O=C(CCCCCn1c(=O)[nH]c2ccsc2c1=O)NCc1ccc(F)cc1 | -7% | 5% | -9% | 2% | 0% | -5% | 3% | 9%
CCOC(=O)C(Cc1ccc(OC)c([N+](=O)[O-])c1)NC(=O)CCC(=O)Nc1ccc(C)cc1 (stereo unspecified) | -3% | -4%[10 µM] | -1% | 0% | 14µM* | -26%[9.22 µM] | 1% | -5%
Cc1cc(C(C)(C)C)c(O)c(C)c1CC1=NCCN1 | -17% | -13% | -7%&-8%&-2%&-3%&-7%&-7% | -11%&-10%&9%&1%&5%&-7% | 13% | -19%&46% | 7%&-3%&0%&-13%&-14%&-1% | -17%
COc1ccc(S(=O)(=O)N(C)CC(=O)Nc2ccccc2C(F)(F)F)cc1OC | nt | 5%[0.074 µM] | 3% | 1% | 3% | 3% | 12% | 1%
COc1cccc(NC(=O)CNC(=O)c2ccc(C)cc2)c1 | 3% | 3%[10 µM] | -2% | -5% | -2% | 13% | 0% | -27%
CCN(CC)S(=O)(=O)c1ccc(NC(=O)CCC2CCCCC2)cc1 | -58% | -14% | -30% | -15% | ? | ? | -10% | -2%
